Source: PubChem
SRC3 TRFRET art: TR-FRET detection interference compounds, artefact control for PPARgamma SRC-3 recruitment agonists, biochemical, TR-FRET ratio | TR-FRET artefact counter-screen, PPARgamma/SRC-3 format; active compounds read high | TR-FRET ratio at 8 µM | AID 1048, 2008 | 0.39% of 99,000 active; in the data active = TR-FRET ratio above about 2000; note: inactives centre near 1600
SRC1 TRFRET art: TR-FRET detection interference compounds, primary screen, artefact control for PPARgamma SRC-1 recruitment agonists, biochemical, TR-FRET emission ratio | 0.34% of 99,000 active | TR-FRET ratio at 8 µM | TR-FRET detection artefact counter-screen; active compounds read high; in the data active = TR-FRET ratio above about 2300; note: inactives centre near 1800
The depositor's hits bear a star. Some of the compounds tested, so the mix of outcomes need not match the whole.

Below each compound – SRC1 TRFRET art	SRC3 TRFRET art
[1] O=S(=O)(c1ccc(N2CCN(Cc3ccc4c(c3)OCO4)CC2)nc1)N1CCOCC1
  1612	1469
[2] Cc1ccc(NC(C)C(=O)N/N=C/c2ccc([N+](=O)[O-])s2)cc1 (centres undefined)
  1625	1704
[3] c1ccc(SCCCCNC2CCCC2)cc1
  1869	1452
[4] CNc1ccc(/C=C2\CSc3ccccc3C2=O)cc1[N+](=O)[O-]
  1999	1689
[5] NNC(=O)c1cc(Br)cs1
  1576	1431
[6] O=C(NCc1ccco1)C1CCCN(S(=O)(=O)c2cccc3nsnc23)C1 (centres undefined)
  1862	1428
[7] O=C(NC1CCCC1)c1ccc(Br)s1
  1907	1711
[8] CCOC(=O)c1c(NC(=O)COC(=O)Cn2cnc3ccccc32)sc2c1CCC(C)C2 (centres undefined)
  1811	1630
[9] O=C(OCC(=O)C12CC3CC(CC(C3)C1)C2)c1cccnc1Cl
  1687	1517
[10] COC(=O)c1c(-c2ccc(C(C)(C)C)cc2)csc1NC(=O)C1C2CCC(O2)C1C(=O)O (centres undefined)
  1632	1408
[11] Cc1nnc(N2CCOCC2)c2nn(-c3cccc(Cl)c3)c(C)c12
  1757	1569
[12] Cn1c(-c2csc(-c3ccccc3)n2)n[nH]c1=S
  1991	1626
[13] CCN(CC)CCCNC(=O)Cn1cnc2sc(C)c(S(=O)(=O)N3CCN(c4ncccn4)CC3)c2c1=O
  1658	1262
[14] CN(C)c1ccc(/C=C2\CCC/C(=C\c3ccccc3)C2=O)cc1
  1418	1650
[15] CCOc1cc(C(=S)N2CCCC2)ccc1OC(=O)Cc1ccc(F)cc1
  1665	1694
[16] COc1ccccc1NC(=O)CCSc1nnc(-c2ccc(O)cc2)o1
  1900	1736
[17] c1ccc2[nH]c(-c3ccncc3)nc2c1
  1958	1637
[18] CCCCN1C(=O)C(O)(CC(=O)c2c(C)coc2C)c2ccccc21 (centres undefined)
  1556	1586
[19] CSc1nc2ccc(Br)cc2[nH]1
  1939	1598
[20] O=C1CC(NNc2ccccc2)C(=O)N1c1ccc(N2CCCCC2)cc1 (centres undefined)
  1743	1594
[21] CCCCOC(=O)C1CN(c2ccccc2)N=C1C(=O)OCC (centres undefined)
  1784	1548
[22] Cc1c(C(=O)Nc2ccc(Cc3ccncc3)cc2)cccc1[N+](=O)[O-]
  1551	1590
[23] O=c1c2ccccc2nc(SCCN2CCOCC2)n1CCc1ccccc1
  1692	1667
[24] O=C(NC(=S)Nc1cc(S(=O)(=O)N2CCOCC2)ccc1O)c1ccco1
  1640	1670
[25] O=C(c1ccccc1F)N1CCN(c2ccccc2F)CC1
  1920	1493
[26] CCOC(=O)c1c(C)c(C(=O)N(C)C2CCCCC2)c(C)n1C
  2007	1372
[27] CC1NC(=S)N(C2CCCCC2)C1=O (centres undefined)
  1692	1800
[28] COc1ccc(NS(=O)(=O)c2cccc(NC(=O)NCCCl)c2)cc1
  1920	1472
[29] COc1ccc(/C=C/C(=O)c2ccc(NC3=NCCCS3)cc2)cc1OC
  1771	1512
[30] CCN1CCN(C(c2ccc(F)cc2)c2nnnn2Cc2cccs2)CC1 (centres undefined)
  1846	1542

(listing goes on)
Below each compound – SRC1 TRFRET art	SRC3 TRFRET art
[31] Cc1ccc([N+](=O)[O-])cc1NC(=O)c1ccccc1
  1828	1546
[32] O=C(C1CCN(S(=O)(=O)c2ccccc2F)CC1)N1CCc2ccccc2C1
  2089	1517
[33] CCOc1ccc(NC(=S)N=Nc2c(O)[nH]c3ccccc23)cc1
  2054	1450
[34] COc1ccc(C2=NOC(C(=O)N(C)Cc3ccccc3)C2)cc1 (centres undefined)
  1879	1635
[35] O=C(c1ccc(Cl)s1)N1CCN(c2ccccc2)CC1
  1709	1617
[36] C/C(CC(=O)N1CCN(C=O)CC1)=N\NC(=O)c1cccc([N+](=O)[O-])c1
  1795	1510
[37] O=C(Nc1cccnc1)c1ccccc1-c1ccccc1
  1743	1470
[38] O=C(c1ccc(-c2ccccc2)cc1)C1CCCN(C(=O)c2cncs2)C1 (centres undefined)
  1609	1609
[39] COc1ccc(-c2cc(-c3cccs3)c(C#N)c(SCC(=O)NCc3ccco3)n2)cc1
  1812	1592
[40] C1CN(CC2CCN(c3nc4nonc4nc3N3CCSCC3)CC2)CCO1
  1628	1565
[41] CCN(CC)S(=O)(=O)c1cccc(C(=O)N/N=C/c2ccc(O)c(O)c2O)c1
  1910	1502
[42] COc1ccccc1C(=O)N/N=C/c1cnc2ccccc2n1
  1670	1530
[43] C/C(=N\Nc1cccc([N+](=O)[O-])c1)c1ccccc1O
  1883	1407
[44] COc1ccc(NC(=S)Nc2ccc3snnc3c2)cc1
  1851	1634
[45] COc1cc2[nH]c(=O)n3nc(-c4ccccc4)nc3c2cc1OC
  1798	1554
[46] CSc1cc(-c2ccccc2)[nH]c(=O)c1C#N
  1695	1629
[47] CN(Cc1cccc(Cl)c1Cl)c1ccc(S(=O)(=O)N2CCCCC2)cc1[N+](=O)[O-]
  1732	1575
[48] C=CCNC(=O)c1ccc(S(=O)(=O)CC)c(Cl)c1Cl
  1670	1317
[49] O=C(Nn1c(-c2ccc(Br)cc2)nc2ccccc2c1=O)c1ccc([N+](=O)[O-])cc1
  2010	1462
[50] FC(F)(F)c1ccc(NC2=NCCC2)cc1
  1996	1647
[51] COc1ccc(-c2nc3ccccc3c(=O)n2CCCn2ccnc2)cc1
  1891	1590
[52] CC(=O)OC(COc1cccc(C)c1)Cn1cnc2ccccc21 (centres undefined)
  1867	1765
[53] O=C1CCC/C1=C\c1ccccc1
  1724	1559
[54] CCCC(=O)OCC(=O)Nc1ccccc1Sc1ccccc1
  1699	1622
[55] COc1ccc(Cl)cc1NC(=O)Nc1ccccc1SC
  1682	1436
[56] O=C(O)CNC(=S)N(Cc1ccccc1)Cc1cccnc1
  1814	1371
[57] O=C(CN1CCc2ccccc2C1)NCC(=O)Nc1ccc(F)cc1
  1925	1668
[58] CCC(C)c1ccc(NC(=O)COC(=O)c2nc3nccc(C)n3n2)cc1 (centres undefined)
  1859	1541
[59] O=C(Cc1ccc([N+](=O)[O-])cc1)Nc1nnc(C2CC2)s1
  1829	1438
[60] CCn1c(SCC(=O)Nc2cccc(C)n2)nc2c1c(=O)n(C)c(=O)n2C
  1469	1522

Carrying on.
Below each compound – SRC1 TRFRET art	SRC3 TRFRET art
[61] CC(=O)Nc1ccc2nc(NC(=O)COc3ccccc3Cl)sc2c1
  1665	1635
[62] COC(=O)c1sccc1OCc1cccc(OC)c1
  2047	1556
[63] COc1cc(NC(=O)c2ccc3c(c2)OCCO3)ccc1NC(=O)c1cccs1
  1610	1767
[64] NC(=O)NCc1ccccc1F
  1644	1638
[65] CC12CNCC(C)(CN(C3(O)C(=O)Nc4ccc(Br)cc43)C1)C2=O (centres undefined)
  1888	1538
[66] O=C(Nc1cccc([N+](=O)[O-])c1)c1[nH]ncc1Cl
  1968	1565
[67] CNC(=O)/C(=C\c1ccc2c(c1)OCO2)NC(=O)c1ccc(Br)cc1
  1872	1620
[68] c1ccc2[nH]c(-c3cscn3)nc2c1
  1773	1743
[69] CC(C)Oc1ccc(C2C(C#N)=C(N)Oc3c2oc(CO)cc3=O)cc1 (centres undefined)
  1905	1561
[70] C/C(=N/NC(=O)CNc1ccc(Cl)cc1C)c1ccc(C)cc1
  1950	1366
[71] CCO[C@H]1OC(C(=O)NCc2ccccc2)=C[C@@H](c2ccccc2)[C@@H]1CCCO
  1634	1418
[72] CNC(=S)N1N=C(c2ccc(C)cc2)CC1c1cc(OC)ccc1OC (centres undefined)
  2589*	2547*
[73] CCOc1ccccc1C(=O)N[C@H](C(=O)Nc1cc(S(=O)(=O)N(C)C)ccc1OC)C(C)C
  1577	1462
[74] CCOC(=O)CNC(=O)CSc1nc(-c2ccccc2)ns1
  1805	1579
[75] COCC(C)NC(=S)Nc1ccccc1[N+](=O)[O-] (centres undefined)
  1797	1441
[76] Cn1cc(/C=C2\SC(=O)NC2=S)c2ccccc21
  1860	1650
[77] CCN(CC)CCNS(=O)(=O)c1ccc(C(=O)NN)cc1
  1970	1494
[78] Cc1ccc(NC(=O)CC2SC(=Nc3ccc(O)cc3)NC2=O)cc1 (centres undefined)
  1739	1469
[79] Cc1cccc(/N=C/c2c(O)c3ccccc3oc2=O)n1
  1750	1370
[80] Cc1ccc(C(=O)N2N=C(CC(C)C)CC2(O)C(F)(F)F)o1 (centres undefined)
  1842	1521
[81] Cn1c(CSCc2ccc(Cl)cc2Cl)n[nH]c1=S
  1707	1541
[82] Cn1ccnc1SCc1nc2c(cnn2-c2ccccc2)c(=O)[nH]1
  1904	1814
[83] COc1cccc(CC2(CO)CCCN(Cc3cc(F)ccc3-n3cccn3)C2)c1 (centres undefined)
  1964	1913
[84] O=C1CCC([N+](=O)[O-])C(c2ccc(Cl)c([N+](=O)[O-])c2)N1 (centres undefined)
  1872	1652
[85] Cc1cc(-c2csc(NC(=O)c3ccccc3C(F)(F)F)n2)c(C)n1Cc1ccccc1
  1975	1544
[86] Cc1cc(/C=C2\SC(=O)N(CC(=O)Nc3ccccc3F)C2=O)c(C)n1C
  1611	1607
[87] COc1ccc([N+](=O)[O-])cc1NC(=O)CC1SC(=Nc2cccc(C)c2C)N(/N=C/c2cccc(OC)c2OC)C1=O (centres undefined)
  1718	1601
[88] Cc1cc(SCC(=O)N/N=C/c2cccnc2)nc2c(C)cccc12
  1772	1525
[89] Cc1n[nH]c(=O)n1-c1ccc(OCc2ccccc2)cc1
  1743	1438
[90] Cc1ccc(NC(=O)c2c(C)nn(-c3ccccc3)c2Cl)cc1
  1517	1427

Structures listed so far that contain an NH in an aromatic ring:
Below each compound – SRC1 TRFRET art	SRC3 TRFRET art
[12] Cn1c(-c2csc(-c3ccccc3)n2)n[nH]c1=S
  1991	1626
[17] c1ccc2[nH]c(-c3ccncc3)nc2c1
  1958	1637
[19] CSc1nc2ccc(Br)cc2[nH]1
  1939	1598
[33] CCOc1ccc(NC(=S)N=Nc2c(O)[nH]c3ccccc23)cc1
  2054	1450
[45] COc1cc2[nH]c(=O)n3nc(-c4ccccc4)nc3c2cc1OC
  1798	1554
[46] CSc1cc(-c2ccccc2)[nH]c(=O)c1C#N
  1695	1629
[66] O=C(Nc1cccc([N+](=O)[O-])c1)c1[nH]ncc1Cl
  1968	1565
[68] c1ccc2[nH]c(-c3cscn3)nc2c1
  1773	1743
[81] Cn1c(CSCc2ccc(Cl)cc2Cl)n[nH]c1=S
  1707	1541
[82] Cn1ccnc1SCc1nc2c(cnn2-c2ccccc2)c(=O)[nH]1
  1904	1814
[89] Cc1n[nH]c(=O)n1-c1ccc(OCc2ccccc2)cc1
  1743	1438

The list goes on.
Below each compound – SRC1 TRFRET art	SRC3 TRFRET art
[91] O=C(NCc1cccnc1)C(=O)NCC1OCCCN1S(=O)(=O)c1ccc(Cl)cc1 (centres undefined)
  1846	1474
[92] CC(C)Oc1c(Br)cc(Br)cc1/C=N/NC(N)=S
  1521	1369
[93] Cc1nn(C)c(C)c1CS(=O)(=O)c1ccccc1
  1581	1570
[94] Cc1cc(NS(=O)(=O)c2ccc(NC(=S)NC(=O)c3cccnc3)cc2)no1
  1482	1690
[95] COc1ccc2cc(C(=O)C3CCCN(C(=O)c4cc(=O)n(C)c(=O)n4C)C3)ccc2c1 (centres undefined)
  1827	1535
[96] CCC1=NN2C(=N)/C(=C\c3cccn3-c3ccc(OC)cc3)C(=O)N=C2S1
  1596	1573
[97] CN(C(=O)/C=C/c1ccco1)c1ccccc1C(=O)O
  1456	1469
[98] Cc1ccc(-c2ccc(/C=C(\C#N)C(N)=S)o2)c([N+](=O)[O-])c1
  2141	1840
[99] O=C(CCNC(=O)c1ccc(Cl)cc1)Nc1ccc(F)cc1F
  1296	1471
[100] COc1ccc(Nc2ccc(S(=O)(=O)N3CCCCC3)cc2[N+](=O)[O-])cc1OC
  1945	1741
[101] COc1ccc(/C=N/NC(=O)CN(CCc2ccccc2)S(=O)(=O)c2ccc(NC(C)=O)cc2)cc1OC
  1870	1680
[102] COC(=O)NCC(c1ccco1)N1CCN(c2ccc(OC)cc2)CC1 (centres undefined)
  1845	1414
[103] COCCN(C(=S)Nc1ccccc1OC)C1CCN(C(C)C)CC1
  1916	1687
[104] C=CCn1c(SCc2nc3scc(-c4ccccc4)c3c(=O)[nH]2)nnc1-c1ccccc1F
  1579	1387
[105] O=C(NNC(=O)c1cccc(O)c1)Nc1ccc([N+](=O)[O-])cc1
  1733	1572
[106] O=C(NC1CCCCC1)NC12CC3CC(CC(C3)C1)C2
  1908	1495
[107] C/C(=N\OCC(=O)NC12CC3CC(CC(C3)C1)C2)c1cc2ccccc2o1
  1715	1632
[108] CCNC(=S)Nc1cc(OCC)c(NC(=O)c2ccco2)cc1OCC
  1945	1410
[109] CC1(C)CC(NCCN2CCN(C3=CC(=C(C#N)C#N)CC(C)(C)C3)CC2)=CC(=C(C#N)C#N)C1
  1785	1734
[110] CC(=O)c1ccc(N2CCN(S(=O)(=O)c3cccc4nsnc34)CC2)cc1
  1881	1804
[111] COC(=O)CNC(c1ccccc1)c1cc(Br)ccc1NC(=O)CNC(=O)OCc1ccccc1 (centres undefined)
  1959	1486
[112] O=C(NCC1OCCCN1S(=O)(=O)c1cc(F)ccc1F)C(=O)NC1CCCCCC1 (centres undefined)
  1792	1363
[113] COc1ccc(CN(C(=O)c2ccco2)c2ccc(C)c(C)c2)cc1
  1689	1588
[114] O=C(Nc1nc(-c2ccccc2)cs1)Nc1ccc(F)cc1F
  1597	1453
[115] CCN(CC)P(=O)(Nc1ccc([N+](=O)[O-])cc1)c1c(C)nn(CCC#N)c1NC(=O)c1ccc(Cl)cc1Cl (centres undefined)
  1903	1424
[116] CC(=O)Nc1ccc(N(C(=O)CNC(=O)c2cccs2)C(C(=O)NC(C)(C)C)c2ccccc2)cc1 (centres undefined)
  1867	1743
[117] O=C(c1ccccc1C(=O)N(c1ccccc1)c1ccccc1)N1CCCCC1
  2011	1598
[118] CCn1cc(CN2CCN(CCc3ccccc3)C(CCO)C2)c(C)n1 (centres undefined)
  2006	1569

Individual results from the list.
SRC1 TRFRET art result of `O=C(CCNC(=O)c1ccc(Cl)cc1)Nc1ccc(F)cc1F` is entered as 1296
SRC3 TRFRET art result of `COc1ccc(Nc2ccc(S(=O)(=O)N3CCCCC3)cc2[N+](=O)[O-])cc1OC` is entered as 1741
